Screening results: PubChem, National Center for Advancing Translational Sciences (NCATS)
GLS inh: qHTS for Inhibitors of Glutaminase (GLS); GLS enzymatic activity, qHTS titration; Potency, µM (highest dose often 45.5 µM), for the others: at the top dose activity change, negative = inhibition, usual class: inhibitors; actives 0.21% (n = 410,000); note: potency is the fitted concentration of half-maximal effect; % is set by controls: 0 for no effect and ±100 for the full control effect
Target sequence (O94925 whole entry, looked up): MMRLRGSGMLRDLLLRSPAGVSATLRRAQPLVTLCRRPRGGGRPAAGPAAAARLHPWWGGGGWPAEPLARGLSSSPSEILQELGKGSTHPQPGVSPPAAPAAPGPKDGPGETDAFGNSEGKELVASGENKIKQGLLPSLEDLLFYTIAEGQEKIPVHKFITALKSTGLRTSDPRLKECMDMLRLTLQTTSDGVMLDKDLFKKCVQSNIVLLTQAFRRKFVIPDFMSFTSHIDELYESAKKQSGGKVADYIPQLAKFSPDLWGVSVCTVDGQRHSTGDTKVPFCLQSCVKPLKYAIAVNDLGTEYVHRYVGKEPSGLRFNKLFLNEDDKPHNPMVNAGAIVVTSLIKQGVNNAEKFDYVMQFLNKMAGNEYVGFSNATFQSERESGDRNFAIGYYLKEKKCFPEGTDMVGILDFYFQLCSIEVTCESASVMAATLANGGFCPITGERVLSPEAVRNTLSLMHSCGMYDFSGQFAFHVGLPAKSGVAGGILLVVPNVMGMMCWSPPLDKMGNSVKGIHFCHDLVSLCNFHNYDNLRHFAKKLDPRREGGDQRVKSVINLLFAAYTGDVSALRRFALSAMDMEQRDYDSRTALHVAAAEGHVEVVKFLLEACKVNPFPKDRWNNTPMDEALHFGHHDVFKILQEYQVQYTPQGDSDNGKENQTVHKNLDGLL
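Two-point fluorescence kinetic (t0, 30 min RT) for hKGA; glutamate detected via glutamate oxidase–HRP–Amplex Red. Substrate: 1 mM L-glutamine solution; buffer 45 mM KH2PO4, pH 8.2.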
rTrxR1 inhibitor: qHTS Assay for Inhibitors of Mammalian Selenoprotein Thioredoxin Reductase 1 (TrxR1): qHTS. Thioredoxin reductase 1, cytoplasmic (Rattus norvegicus), O89049. recombinant rTrxR1, NADPH fluorescence consumption, selenite substrate. Potency, µM (series often up to 114 µM), without a hit: at the top dose activity change, negative = inhibition, most hits filed as inhibitors. actives 1% (n = 390,000). AID 588453, 2011; note: potency is the fitted concentration of half-maximal effect; % is set by controls: 0 for no effect and ±100 for the full control effect; nearly all actives have a fitted effect of over 65% in size
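Rat TrxR1 (90 nM in the dispensed reagent) was pre-reduced with 400 uM NADPH for 5 min at room temperature, then incubated with compound for 15 min. After 400 uM selenite was added, NADPH fluorescence (Ex 340/Em 450 nm) was followed for 8 min.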
Tb PGK inh: qHTS Assay to Find Inhibitors of Phosphoglycerate Kinase; Potency, µM (titrated, usually from 57.5 µM), for inactives: at the top dose activity change, negative = inhibition, most hits filed as inhibitors; PGK/GAPDH coupled, Kinase-Glo luminescence, 60 min; actives 0.043% (n = 380,000); AID 602233, 2012; note: potency is the fitted concentration of half-maximal effect; % is set by controls: 0 for no effect and ±100 for the full control effect; nearly all actives have a fitted effect of over 60% in size
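Recombinant glycosomal PGK reaction used 1,3-bisphosphoglycerate generated in-well by GAPDH (100nM final) in 100mM TEA pH 7.6, 5mM MgCl2, 0.01% Tween-20. After 60 minutes at room temperature, ATP was read by Kinase-Glo Plus luminescence end-point.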
IDH1 R132H inh: qHTS for Inhibitors of mutant isocitrate dehydrogenase 1 (IDH1): qHTS. Isocitrate dehydrogenase [NADP] cytoplasmic (Homo sapiens), O75874. IDH1-R132H enzyme, NADPH consumption, diaphorase/resazurin fluorescence. Potency, µM (doses to about 76.6 µM), for the others: top-dose activity change, negative = inhibition, usual class: inhibitors. actives 0.093% (n = 390,000). AID 602179, 2012; note: potency is the fitted concentration of half-maximal effect; % is set by controls: 0 for no effect and ±100 for the full control effect; nearly all actives have a fitted effect of over 65% in size
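IDH1-R132H (0.5 ug/mL) preincubated 30 min with compound, then NADPH (0.016 mM) and alpha-KG (2 mM) added; 80 min at RT, pH 7.5. Remaining NADPH coupled via diaphorase/resazurin to fluorescence (540/590 nm); concentration-response curves normalized to no-enzyme control.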
Pin1 inh: qHTS Assay to Find Inhibitors of Pin1. Peptidyl-prolyl cis-trans isomerase NIMA-interacting 1 (Homo sapiens), Q13526. Potency, µM (doses to about 115 µM), without a hit: at the top dose activity, negative = inhibition, usual class: inhibitors. Pin1 FP peptide displacement, HiFluor488, 10 min. actives 0.009% (n = 390,000); active = well fitted inhibition curve with a large enough effect in the polarisation, with a control signal flat, not every such curve was filed as active; inconclusive = small, poorly fitted or top-dose-only effect, or effect the other way, or a change in a side signal; inactive = no such curve, though single readings can be large or run the other way; the % refers to the polarisation; note: potency is the fitted concentration of half-maximal effect; % is set by controls: 0 for no effect and ±100 for the full control effect
Target sequence (Q13526 whole entry, looked up): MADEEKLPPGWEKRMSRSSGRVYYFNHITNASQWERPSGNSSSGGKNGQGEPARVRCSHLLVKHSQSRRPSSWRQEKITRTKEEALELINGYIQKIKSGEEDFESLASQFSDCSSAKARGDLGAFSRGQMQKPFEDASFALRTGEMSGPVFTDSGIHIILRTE
HP1b chromo inh: HTS for Inhibitors of HP1-beta Chromodomain Interactions with Methylated Histone Tails. AlphaScreen HP1-beta / biotin-H3K9me3 peptide binding. Potency, µM (highest dose often 114 µM), for inactives: at the highest dose activity change, negative = inhibition, actives largely listed as inhibitors. actives 0.56% (n = 390,000). AID 540317, 2011; note: potency is the fitted concentration of half-maximal effect; nearly all actives have a fitted effect of over 70% in size; inactives centre near 23
Target sequence (P83916 whole entry, looked up): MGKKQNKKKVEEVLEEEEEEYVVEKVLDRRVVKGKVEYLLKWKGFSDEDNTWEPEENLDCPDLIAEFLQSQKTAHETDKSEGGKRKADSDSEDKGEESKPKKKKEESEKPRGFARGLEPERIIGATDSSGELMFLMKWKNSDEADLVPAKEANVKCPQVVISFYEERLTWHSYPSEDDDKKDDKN
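AlphaScreen: HP1-beta (50 nM) preformed 30 min with biotin-H3(1-18)K9me3 peptide (50 nM) in PBS pH 7.4, 0.01% Tween-20. Compound added for 30 min at RT, then streptavidin donor/nickel chelate acceptor beads (10 ug/mL) for 30 min.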
TrxR1 substrate: qHTS Assay for Substrates of Mammalian Selenoprotein Thioredoxin Reductase 1 (TrxR1): qHTS | Potency, µM (top dose mostly 114 µM), for inactives: top-dose activity change, negative = substrate turnover | purified TrxR1 substrate turnover, NADPH consumption readout | Thioredoxin reductase 1, cytoplasmic (Rattus norvegicus), O89049 | actives 0.01% (n = 390,000) | AID 588456, 2011; note: potency is the fitted concentration of half-maximal effect; % is set by controls: 0 for no effect and ±100 for the full control effect; nearly all actives have a fitted effect of over 50% in size
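Rat TrxR1, dispensed at 90 nM, was prereduced with 400 uM NADPH (final) for 5 min at ~22 deg C, then incubated with compound 15 min before 400 uM selenite. A first-read NADPH fluorescence drop versus no-compound background flagged substrates.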
USP1 inh: Inhibitors of USP1/UAF1: Primary Screen | Ubiquitin carboxyl-terminal hydrolase 1 (Homo sapiens), O94782 | recombinant USP1/UAF1, Ub-Rhodamine cleavage fluorescence | Potency, µM (titrated, usually from 57.1 µM), inactives show top-dose activity change, negative = inhibition, most hits filed as inhibitors | actives 0.23% (n = 390,000) | AID 743255, 2014; note: potency is the fitted concentration of half-maximal effect; % is set by controls: 0 for no effect and ±100 for the full control effect; nearly all actives have a fitted effect of over 60% in size; inactives centre near -12
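Step one: compound is pinned into 1nM USP1/UAF1 in HEPES pH 7.8 buffer with TCEP. Step two: 15 min room-temperature incubation. Step three: Ub-Rho (150nM final) starts cleavage, tracked by fluorescence over six one-minute reads.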
PI4K2A block: qHTS for small molecular inhibitors of PI4K2A; Phosphatidylinositol 4-kinase type 2-alpha (Homo sapiens), Q9BTU6; purified PI4K2A, ADP-Glo luminescence, 1 h; active compounds read low; activity change, negative = inhibition, % at 76.9 µM; actives 0.13% (n = 420,000); in the data active = activity change below about -50%; inconclusive = mostly about -30% to -49%;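 note: -100% = wells without enzyme as full effect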
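PI4K2A activity was measured by ADP-Glo luminescence: enzyme (4 ug/mL stock) and phosphatidylinositol (1.2 mM stock) in Tris pH 7.5/MgCl2/EGTA/Triton X-100 buffer were reacted with ATP (300 microM stock) for one hour at ambient temperature.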
The depositor's hits bear a star; i = inactive; ? = inconclusive; nt = not tested or not shown; [ ] = dose if it differs, or a comment. Unless noted, calls come from the whole dose curve; as a rule, active = well fitted curve in the direction sought with a large enough effect; inconclusive = small, poorly fitted or top-dose-only effect, or another doubt; inactive = no such curve, though single readings can be large; an effect the other way counts as inactive or inconclusive. Not all compounds are listed; count on the stated rates, not on these rows.

Start of the listing, in advance (2 entries):
Values run as follows: GLS inh | rTrxR1 inhibitor | Tb PGK inh | IDH1 R132H inh | Pin1 inh | HP1b chromo inh | TrxR1 substrate | USP1 inh | PI4K2A block
CCN1CCN(S(=O)(=O)c2ccc(Cl)c(C(=O)N(C)C3CCCCC3)c2)CC1
    -0.3% | nt | -1.6% | 11.7% | nt | nt | nt | ? | -8.3
Cc1ccc(C(=O)N2CCC(N3CCN(Cc4ccc(F)cc4)C(=O)C3=O)CC2)cc1
    6.7% | 1.4%[57.1 µM] | 6.5% | -4.6% | 3.3% | 19.4% | -2.7%[57.1 µM] | -27.0% | -1.4

All compounds of this part, repeating the preview:
Values run as follows: GLS inh | rTrxR1 inhibitor | Tb PGK inh | IDH1 R132H inh | Pin1 inh | HP1b chromo inh | TrxR1 substrate | USP1 inh | PI4K2A block
CCN1CCN(S(=O)(=O)c2ccc(Cl)c(C(=O)N(C)C3CCCCC3)c2)CC1
    -0.3% | nt | -1.6% | 11.7% | nt | nt | nt | ? | -8.3
Cc1ccc(C(=O)N2CCC(N3CCN(Cc4ccc(F)cc4)C(=O)C3=O)CC2)cc1
    6.7% | 1.4%[57.1 µM] | 6.5% | -4.6% | 3.3% | 19.4% | -2.7%[57.1 µM] | -27.0% | -1.4
CCOc1cccc(C(=O)NC(=S)NCc2cccnc2)c1
    8.1% | -18.7% | -9.0% | 2.3% | -3.1% | 16.4% | 13.1%[57.1 µM] | -1.6% | 7.9
CC1C(=O)N2CCCc3cc(S(=O)(=O)N(C)Cc4ccccc4)cc1c32 (stereo unspecified)
    21.1% | ? | 0.5% | 4.8% | 0.7% | -6.0% | -1.4% | -12.2% | -1.0
Cc1cc(NS(=O)(=O)c2ccc(NC(=S)NC(=O)c3ccc(Cl)cc3Cl)cc2)no1
    3.2% | -39.1% | -2.0% | -13.6% | -1.6% | -0.5% | -8.5% | -19.5% | -1.9
CC(=O)c1ccccc1OCCCOc1cccc2cccnc12
    -1.2% | 20.6% | 2.6% | -1.1% | -0.8% | 39.5%[activator] | -1.3% | -13.7% | 2.3
Cc1cccc(NC(=O)CCNS(=O)(=O)c2cccc3nonc23)c1C
    2.8% | 8.4% | 3.1% | -4.1% | -1.6% | 40.6%[activator] | -1.3% | -13.6% | -2.6
Cc1ccc(NC(=O)COc2coc(CN3CCN(c4ccccc4)CC3)cc2=O)cc1
    -23.3% | -14.5% | -0.5% | 2.4% | -1.5% | 22.1% | -7.8% | -1.4% | -3.3
COc1ccc2c(c1)c(C(=O)N/N=C/c1ccc(O)c(O)c1)c(C)n2C
    7.08µM* | -10.1%[57.1 µM] | -10.4% | 8.9% | ? | -5.6% | 4.7%[57.1 µM] | -4.1% | -1.8
Cc1nn(CCOc2ccccc2)c(=O)n1-c1ccccc1
    -24.1% | -3.7%[57.1 µM] | -4.0% | 7.7% | 0.1% | 18.4% | 2.4%[57.1 µM] | -19.8% | 1.7
COC(=O)c1ccc(Cl)c(S(=O)(=O)N2CCCC2)c1
    0.0% | 1.3% | 2.9% | -5.3% | -7.7% | -1.7% | -1.7% | -8.7% | -3.7
Cc1cc(Br)ccc1OCc1nnc(-c2ccccc2)o1
    1.9% | 22.0% | -1.3% | 3.8% | 2.9% | 217.8%[activator] | -0.3% | -19.5% | -0.4
CCC(c1nnnn1CS(=O)(=O)c1ccc(C)cc1)N1CCC(C(N)=O)CC1 (stereo unspecified)
    6.9% | -1.1% | -5.7% | -1.9% | 0.1% | -7.4% | 5.1% | -2.1% | -6.1
Nc1c(C(=O)c2ccc(Cl)cc2)sc2c1c(=O)[nH]c(=O)n2-c1ccccc1
    6.9% | 18.2%[57.1 µM] | 5.6% | 1.5% | 8.1% | 11.3% | 6.0%[57.1 µM] | -18.5% | 0.1
CCCCn1c(N)c(N(CCOC)C(=O)c2cnc(C)cn2)c(=O)[nH]c1=O
    1.1% | 15.6% | i | 0.0% | -8.6% | 27.0% | 5.8% | -22.5% | 1.6
Cc1ccc(NC(=O)C2CCN(S(=O)(=O)c3cccc(C(F)(F)F)c3)CC2)nc1
    -6.4% | 7.8% | -0.8% | 7.2% | 6.0% | 21.9% | -2.2% | -21.7% | 4.3
CCCCN(C(=O)c1c(CC)noc1C)c1c(N)n(CC(C)C)c(=O)[nH]c1=O
    7.9% | -1.8% | 0.4% | 6.2% | -5.0% | 28.6% | -4.4% | -10.2% | -2.4
Cc1ccc(-n2nc3c(=O)n(C(C)C(=O)NC4CC4)nc(C)c3c2C)cc1 (stereo unspecified)
    6.7% | 5.7%[57.1 µM] | 8.5% | -10.0% | -5.9% | 51.3%[activator] | 2.9%[57.1 µM] | -2.1% | 4.3
CCOC(=O)c1cnc2ccc(OC(F)(F)F)cc2c1Nc1ccccc1C(=O)O
    8.9% | 10.5% | ? | 10.6% | 0.2% | 7.8% | 1.2% | -26.8% | -2.3
CC(C)c1ccc(NC(=O)Nc2cnccn2)cc1
    1.0% | 15.6% | -2.5% | -8.0% | -3.1% | 13.2% | -1.5% | -20.6% | 3.0
C[C@H](CO)N1C[C@H](C)[C@H](CN(C)C(=O)Nc2cccc(C(F)(F)F)c2)OCc2cnnn2CCCC1=O
    -6.8% | nt | -2.6% | 9.6% | nt | nt | nt | -17.2% | 2.1
CC(C)Cn1c(N)c(C(=O)COC(=O)c2cc(S(=O)(=O)N3CCOCC3)ccc2Br)c(=O)n(C)c1=O
    7.5% | -6.7% | -7.2% | 1.2% | 68.7%[activator] | 1.6% | -10.5% | -18.0% | -2.5
CCn1c(C)nc2c(C)[n+](CC(=O)c3ccc(Br)cc3)ccc21
    -0.2% | 16.1% | -10.0% | 0.8% | -2.7% | 19.9% | -0.3% | -4.1% | 0.1
O=C(C[n+]1ccc(C(=O)N/N=C/c2ccc(OCc3ccccc3)cc2)cc1)c1ccccc1
    18.1% | 1.0% | -3.5%[11.5 µM] | 3.5% | 2.0% | 5.1% | 0.6% | -18.0% | 2.4
CCN(CC(=O)Nc1ccc(NC(C)=O)cc1)C(=O)/C=C/c1cn(Cc2ccccc2)nc1-c1cccnc1
    4.7% | -3.0%[57.1 µM] | -8.0% | 0.0% | 28.7% | 24.9% | -3.8%[57.1 µM] | -18.1% | 0.7
CCC(C)(C)n1nnnc1C(c1ccncc1)N1CCN(c2cccc(OC)c2)CC1 (stereo unspecified)
    20.2% | -4.1% | -2.6% | -1.7% | 5.2% | 20.0% | 0.9% | 2.7% | 2.5
CCc1ccccc1NS(=O)(=O)c1cc(C)ccc1OC
    4.3% | 25.0%[57.1 µM] | -2.6% | 9.7% | -0.2% | 40.2%[activator] | -1.6%[57.1 µM] | -9.7% | 2.6
Cc1ccc(NC(=O)Nn2cnnc2)c(C)c1
    -0.2% | 34.9% | -8.8% | -11.0% | 0.8% | 8.9% | 9.9% | -4.8% | -1.0
CCC1CCCCN1CC(O)Cn1c2ccccc2n2c(=O)cc(C)c(C#N)c12 (stereo unspecified)
    0.9% | -7.8% | -13.5% | -4.2% | 10.3% | 24.7% | 1.0% | -19.6% | -5.0
O=C(c1cccs1)N1C[C@H](O)[C@@H](n2cc(-c3ccc(F)cc3)nn2)C[C@@H]1c1ccccc1
    -0.3% | nt | 0.3% | -15.8% | nt | nt | nt | ? | 3.4
CCCCn1c(N)c(N(CC(C)C)C(=O)CCNC(=O)c2ccc(Cl)cc2)c(=O)[nH]c1=O
    8.8% | 0.8% | -7.3% | 4.0% | -11.2% | 22.2% | -1.4% | -24.2% | 0.4
CCNC(C(=O)c1c[nH]c2c(CC)cccc12)c1ccccc1 (stereo unspecified)
    0.0% | 10.4%[57.1 µM] | -3.2% | -0.6% | 0.0% | 12.3% | -0.9%[57.1 µM] | -13.9% | -1.1
Cc1ccc(-c2nc(CS(=O)(=O)CC(=O)NC3CCCCC3C)c(C)o2)cc1 (stereo unspecified)
    -8.4% | ? | 1.4% | -1.7% | -4.4% | 34.7%[activator] | 9.8% | ? | 1.3
CCOC(=O)N/N=C/c1cn(Cc2ccc(Cl)cc2)c2ccccc12
    6.9% | 16.4% | -5.8% | -0.2% | 6.6% | 34.1% | -2.3% | -0.9% | 3.9
CC(C)NC(=O)CC1Nc2c3ccccc3nc(=S)n2C1=O (stereo unspecified)
    6.4% | -10.2% | 3.9% | 2.5% | ? | 53.6%[activator] | -1.5%[57.1 µM] | 2.9% | 3.6
CCn1c(=O)c2c(cnn2C)c2ccccc21
    -1.8% | -16.2% | -7.0% | 10.0% | 1.1% | 28.6% | -1.5% | -13.5% | 7.2
